From PubChem
ATXN2 expr inh: inhibitors of ATXN2 expression. AID 1745845. 360,000 tested, 0.72% active. HEK-293 ATXN2-luciferase reporter, luminescence, 24 h. Potency, µM (top dose mostly 57 µM), for inactives: at the highest dose activity change, negative = inhibition, hits mostly inhibitors; also: potency is read from the fitted curve at half-maximal effect; % is scaled to controls: 0 for no effect and ±100 for the full control effect; nearly all actives have a fitted effect of over 55% in size
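qHTS (up to 57 uM final) was run with 24 h compound exposure of reporter cells at 37 °C. Each well was multiplexed: SteadyGlo luminescence measured ATXN2-luciferase expression after a fluorogenic Gly-Phe-AFC viability readout (25 uM final).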
KB-3-1 cytotox: kills parental KB-3-1 adenocarcinoma cells; KB-3-1 viability, CellTiter-Glo ATP luminescence, 72 h; Potency, µM (highest dose often 46.1 µM), for inactives: top-dose activity change, negative = cytotoxic, hits mostly cytotoxic; 400,000 tested, 1.4% active; AID 1347075; also: potency is read from the fitted curve at half-maximal effect; % is scaled to controls: 0 for no effect and ±100 for the full control effect; nearly all actives have a fitted effect of over 60% in size
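Parental KB-3-1 adenocarcinoma cells in phenol-red-free DMEM with 10% FBS were pin-treated with compounds at several concentrations, incubated 72 h at 37 °C, and viability read by CellTiter-Glo luminescence; concentration-effect curves were fitted after normalization.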
IL1B secr inh: blocks inflammasome-driven IL-1 beta release; THP-1 LPS/ATP IL-1B secretion, AlphaLISA, 16 h; hits give low values; activity change, % at 57.5 µM; AID 743279; 360,000 tested, 4.7% active; in the data active = activity change below about -50%; inconclusive = mostly about -30% to -49%; also: % is scaled to controls: 0 for no effect and ±100 for the full control effect
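Secreted IL-1B measured by AlphaLISA bead assay after 16 h compound exposure of THP-1 cells; compounds (final up to 57.5 uM) added 1 h before LPS (250 ng/mL) and ATP (1.25 mM) stimulation; lower signal means less secretion.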
HT1080NT lethal: kills 2HG-producing HT-1080-NT fibrosarcoma cells | HT-1080-NT fibrosarcoma viability, CellTiter-Glo ATP luminescence, 48 h | Potency, µM (doses to about 46.1 µM), for the others: at the highest dose activity, negative = less viability, most hits filed as cytotoxic | 360,000 tested, 1.6% active | AID 686970;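 also: NT is the 2HG producing partner of a matched IDH1 knockdown line; potency is read from the fitted curve at half-maximal effect; 0% = DMSO-treated cells and -100% = media-only wells without cells; nearly all actives have a fitted effect of over 55% in size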
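Read-out is CellTiter-Glo luminescence after 10 minutes at room temperature, following 48 hours' compound treatment of HT-1080-NT cells (750 cells/well, RPMI, 5% FBS, 37 degrees C).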
HepG2 viability: HepG2 cytotoxicity, counter-screen for TGF-b inhibitors. HepG2 CAGA-GFP viability, ATP luminescence, 18 h. Potency, µM (titrated, usually from 46.1 µM), without a hit: at the top dose activity change, negative = cytotoxicity, actives largely listed as cytotoxic. 410,000 tested, 0.76% active. AID 588856; also: potency is read from the fitted curve at half-maximal effect; some results filed as inactive show a strong effect at the top dose
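CellTiter-Glo luminescence gave cytotoxicity after 18 hours at 37 degrees C. The cells were HepG2 CAGA-GFP in 1% FBS DMEM, stimulated with 500 pg/mL TGF-beta after compound addition. %Activity was normalised to no-cell wells (complete cell-killing) and DMSO (no toxicity), and curves were fitted and classified.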
SW480 rereplic: induces DNA re-replication in SW480 colon adenocarcinoma cells. AID 624297. 340,000 tested, 1.8% active. SW480 DNA re-replication, Hoechst DNA content imaging, 48 h. Potency, µM (doses to about 46.1 µM), inactives show at the highest dose re-replication activation, usual class: activators; also: potency is read from the fitted curve at half-maximal effect; % of control where 0% means no effect; nearly all actives have a fitted effect of over 55% in size
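First, 250 cells per well were seeded. Next, compound or vehicle (23 nL) was pinned in, plates sat 48 hr at 37 C. Finally Hoechst was added for 40 min before fluorescence scanning.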
MCF10A rereplic: induces DNA re-replication in MCF 10a normal breast cells. MCF 10A DNA re-replication, Hoechst nuclear intensity, 48 h. Potency, µM (series often up to 46.1 µM), for inactives: at the top dose activity, positive = re-replication, usual class: activators. 350,000 tested, 2.9% active. AID 624296; also: potency is read from the fitted curve at half-maximal effect; % of control where 0% means no effect; nearly all actives have a fitted effect of over 50% in size
HT1080 IDH1KD tx: HT-1080 IDH1 knockdown cell toxicity (counter line). HT-1080 IDH1 knockdown viability, ATP luminescence, 48 h. Potency, µM (highest dose often 46.1 µM), for inactives: at the top dose activity, negative = toxicity, hits mostly cytotoxic. 360,000 tested, 2% active. AID 686971;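 also: potency is read from the fitted curve at half-maximal effect; 0% = DMSO wells and -100% = cell-free medium wells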
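% activity derives from luminescence (CellTiter-Glo), normalised to DMSO and no-cell wells. HT-1080-IDH1KD cells, 750/well, had 48 h compound exposure at 37 °C.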
S2 tox: viability counter-screen for ATXN expression inhibitors | S2 cells (HEK-293 line with an ATXN2-luciferase reporter) viability, CellTiter-Fluor protease fluorescence, 24 h | Potency, µM (titrated, usually from 56.7 µM), usual class: cytotoxic | 400,000 tested, 0.49% active; also: potency is read from the fitted curve at half-maximal effect; nearly all actives have a fitted effect of over 40% in size
* = called active by the depositor; i = inactive; u = inconclusive; x = no result given; [ ] = dose if it differs, or a comment. Unless noted, calls follow the shape of the dose curve; as a rule, active = well fitted curve in the direction sought with a large enough effect; inconclusive = small, poorly fitted or top-dose-only effect, or another doubt; inactive = no such curve, though single readings can be large; an effect the other way counts as inactive or inconclusive.

1. COCCCn1c(SCc2nnc(-c3ccc(OC)c(OC)c3)o2)nc2ccccc2c1=O
2. CN1CCN(C(=O)c2ccc(Oc3ccc([N+](=O)[O-])cc3)cc2)CC1
3. O=C(NCc1ccc(Cl)cc1)C1CCCN(c2cnccn2)C1 (stereo not given)
4. CC(NCc1cc(Br)ccc1OCC(=O)NCc1ccccc1)c1ccccc1 (stereo not given)
5. COc1cc(COCC(O)CN2CCN(Cc3ccccc3)CC2)cc(OC)c1OC (stereo not given)
6. CCN(CC)CCCN1C(=O)CSC1c1ccc([N+](=O)[O-])cc1 (stereo not given)
7. Cc1nc2ccccc2n1CC(=O)NC(C)C1CC2CCC1C2 (stereo not given)
8. Cc1ccn(CC(=O)N2CCCC(N3CCN(c4ccccc4F)CC3)C2)n1 (stereo not given)

assay / entry,1,2,3,4,5,6,7,8
ATXN2 expr inh,-7%,-27%,-5%,-27%,-21%,-17%,-14%,13%
KB-3-1 cytotox,-4%,0%,16%,-9%,1%,7%,u,-1%
IL1B secr inh,u,-10,-3,-68*,10,10,0,13
HT1080NT lethal,u,2%,0%,-3%,-2%,4%,-2%,15%
HepG2 viability,4%,2%,-7%,-89%,0%,5%,-28%,9%
SW480 rereplic,-1%,0%,-17%,u,-301%[1.84 µM],-17%,2%,-11%
MCF10A rereplic,12%,16%,-13%,u,-4%,16%,u,6%
HT1080 IDH1KD tx,u,6%,0%,-18%,-1%,2%,-29%,11%
S2 tox,i,i,i,u,i,i,i,i

9. CC(C)Nc1ncnc2c1nnn2Cc1ccccc1
10. CN(CC(=O)Nc1ccc(Cl)c(C(F)(F)F)c1)C(=O)CC1Sc2ccccc2NC1=O (stereo not given)
11. c1ccc(Cc2nnc3sc(-c4cccnc4)nn23)cc1
12. COCCNC(=O)COc1cccc(Oc2ccccc2)c1
13. CN(C)S(=O)(=O)c1ccc(C(=O)NCCc2ccco2)cc1
14. CCc1ccc2nc(N3CCC(C(=O)NCCC(C)C)CC3)sc2c1
15. NC(=O)Cc1ccc(Nc2nnc(-c3ccccc3)c3ccccc23)cc1
16. CCOC(=O)CC1=NN(c2ccccc2)C(=O)C1

assay / entry,9,10,11,12,13,14,15,16
ATXN2 expr inh,-22%,u,16%,8%,18%,65%[activator],24%,-32%
KB-3-1 cytotox,7%,x,-2%,-5%,14%,-23%,23%,10%
IL1B secr inh,16,u,-23,10,-4,x,-15,15
HT1080NT lethal,0%,-1%,1%,0%,u,x,17%,-17%
HepG2 viability,4%,12%,-5%,-6%,-5%,-34%,4%,9%
SW480 rereplic,-4%,0%,-9%,-5%,-88%[inhibitor],x,3%,1%
MCF10A rereplic,6%,u,13%,-6%,0%,x,-7%,-2%
HT1080 IDH1KD tx,-7%,-12%,-28%,0%,-4%,x,17%,-2%
S2 tox,i,u,i,i,i,i,i,i

17. CCCCN(C(=O)c1cc2c(s1)CCCC2)c1c(N)n(CCC)c(=O)[nH]c1=O
18. Cc1ccc(NC(=O)c2ccc(Oc3ncccn3)cc2)cc1
19. CCC(C)CCN1C(Nc2ccccc2)=NC[C@@H]1C (stereo not given in full)
20. Cc1cccc(OCC(O)CN2CC3(C)CC2CC(C)(C)C3)c1 (stereo not given)
21. CC(NC(=O)C(C)(C)C)c1nc2ccccc2n1C (stereo not given)
22. N#C/C(=C\c1ccc(N2CCOCC2)cc1)c1ccccc1
23. O=C(NCc1ccc(F)cc1)C1CCC(CNS(=O)(=O)c2ccccc2)CC1 (stereo not given)
24. COc1ccccc1/C=N/N1CCN(c2ccc(Cl)cc2)CC1

assay / entry,17,18,19,20,21,22,23,24
ATXN2 expr inh,0%,18%,0%,2%,8%,92%[activator],x,x
KB-3-1 cytotox,-1%,9%,-3%,-23%,-15%,-16%,-5%,1%
IL1B secr inh,-2,-6,5,-11,-26,u,-6,-18
HT1080NT lethal,-2%[9.24 µM],24%,0%,-9%,0%,u,-24%,14%
HepG2 viability,8%,-8%,0%,0%,-7%,-7%,-28%,5%
SW480 rereplic,-43%[inhibitor],9%[1.84 µM],1%,10%,-2%,16%,-12%,-7%
MCF10A rereplic,6%,u,11%,28%,-2%,u,1%,2%
HT1080 IDH1KD tx,-1%,14%,8%,5%,-10%,-23%,-12%,12%
S2 tox,i,i,i,i,i,i,i,i

Whole records, quoted from the list. Order of values: ATXN2 expr inh	KB-3-1 cytotox	IL1B secr inh	HT1080NT lethal	HepG2 viability	SW480 rereplic	MCF10A rereplic	HT1080 IDH1KD tx	S2 tox
Cc1cccc(OCC(O)CN2CC3(C)CC2CC(C)(C)C3)c1 (stereo not given) across the screens: 2%	-23%	-11	-9%	0%	10%	28%	5%	i
N#C/C(=C\c1ccc(N2CCOCC2)cc1)c1ccccc1 across the screens: 92%[activator]	-16%	u	u	-7%	16%	u	-23%	i
CC(NC(=O)C(C)(C)C)c1nc2ccccc2n1C (stereo not given) across the screens: 8%	-15%	-26	0%	-7%	-2%	-2%	-10%	i
O=C(NCc1ccc(F)cc1)C1CCC(CNS(=O)(=O)c2ccccc2)CC1 (stereo not given) across the screens: x	-5%	-6	-24%	-28%	-12%	1%	-12%	i
COc1ccccc1/C=N/N1CCN(c2ccc(Cl)cc2)CC1 across the screens: x	1%	-18	14%	5%	-7%	2%	12%	i

Next section
25. Cc1ccccc1-c1nnc(SCc2ccc(F)cc2)o1
26. CCN(Cc1ccccc1)C(=O)c1c[nH]c2ccc(S(=O)(=O)N(C)CCC#N)cc2c1=O
27. COc1ccc(-c2noc(-c3ccc(NCc4ccco4)c([N+](=O)[O-])c3)n2)cc1OC
28. O=S(=O)(c1cccs1)N1CCN(c2ccc(F)cc2)CC1
29. O=C(COc1ccccc1Br)N1CCN(C(=O)c2cccs2)CC1
30. Cc1cc(C)n2nc(-c3cnn(C)c3C(F)(F)F)cc2n1
31. CC(C)C[C@H]1CN([C@@H](Cc2ccc(O)cc2)CN2CCC[C@H]2CN2C(=O)C(=O)NC[C@@H]2Cc2ccccc2)C(=O)C(=O)N1CCc1ccccc1
32. COc1ccc(OCCCCn2c(CO)nc3ccccc32)cc1

assay / entry,25,26,27,28,29,30,31,32
ATXN2 expr inh,45%[activator],-3%,5%,-1%,-4%,10%,14%,-16%
KB-3-1 cytotox,-5%,9%,2%,0%,0%,-3%,22%,3%
IL1B secr inh,-9,-2,x,u,0,-12,0,-18
HT1080NT lethal,10%,1%,x,-1%,2%,16%,7%,-18%
HepG2 viability,-8%,-8%,1%,1%,0%,-5%,x,-10%
SW480 rereplic,-5%,0%,x,-5%,-7%,-5%,x,u
MCF10A rereplic,0%,u,x,0%,-2%,0%,x,14%
HT1080 IDH1KD tx,13%,3%,x,2%,7%,2%,23%,-17%
S2 tox,i,i,i,i,i,i,i,i

33. COc1ccc2c(c1)c1c(c(=O)n(-c3cccc(Cl)c3)c(=O)n1CC(=O)NCC1CCCO1)n2C (stereo not given)
34. COc1ccc(CCNC(=O)COC(=O)C23CC4CC(CC(Br)(C4)C2)C3)cc1
35. N#C/C(=N\Nc1ccc(S(=O)(=O)N2CCc3ccccc32)cc1)C(N)=S
36. Cc1noc2ncnc(Nc3ccc(F)cc3)c12
37. C[C@H]1CN([C@@H](C)CO)C(=O)Cc2cc(NS(=O)(=O)c3cn(C)cn3)ccc2O[C@@H]1CN(C)C(=O)Nc1ccc(F)cc1
38. C=CCC[C@@H](Cc1ccc(F)cc1)C(=O)OCCNC(=O)[C@@H](CC=C)CC(=O)N(CCO)Cc1ccccc1
39. CCN(CC)CCCNC(=O)c1cc(-c2ccc(Cl)c(Cl)c2)on1
40. CCC(=O)N1CCc2cc(Br)cc(S(=O)(=O)CCC(=O)NCCc3ccccc3Cl)c21

assay / entry,33,34,35,36,37,38,39,40
ATXN2 expr inh,-5%,-3%,-27%[11.3 µM],8%,2%,u,u,-8%
KB-3-1 cytotox,-1%,0%,u,1%,11%,2%,7%,2%
IL1B secr inh,x,8,0,x,4,-61*,-21,x
HT1080NT lethal,x,-4%,10µM*,x,25%,-13%,u,x
HepG2 viability,-12%,-11%,-62%,2%,0%,-21%,16µM*,-2%
SW480 rereplic,x,-2%,1%,x,-3%,-8%,u,x
MCF10A rereplic,x,14%,12%,x,9%,u,u,x
HT1080 IDH1KD tx,x,2%,9.2µM*,x,-3%,-8%,u,x
S2 tox,i,i,i,i,i,u,u,i

41. CCCOc1ccc(/C(O)=C2/C(=O)C(=O)N(CCCn3ccnc3)C2c2cccnc2)cc1 (stereo not given)
42. CCOc1ccc(N(CC(=O)NCc2ccc(C)cc2)S(=O)(=O)c2c(C)noc2C)cc1
43. CCN(CC)CCOC(=O)c1ccc(NC(=O)CCn2c(=O)oc3ccccc32)cc1
44. CC(C)CCNC(=O)C1CCN(S(=O)(=O)c2ccc3c(c2)CCC(=O)N3)CC1
45. COc1ccc(-c2c(NC(=O)c3ccco3)oc3ccc(Cl)cc3c2=O)cc1
46. Cc1cc(-c2nc(C)c(C(=O)NNC(=O)NC(C)C)s2)no1
47. CN(C(=O)c1ccc(N2CCOCC2)c([N+](=O)[O-])c1)C1CCCCC1
48. CC(=O)Nc1ccc(-c2ccnc3c2CC(C)(C(=O)NCC2CC2)O3)cc1 (stereo not given)

assay / entry,41,42,43,44,45,46,47,48
ATXN2 expr inh,11%,-9%,7%,9%,12%,1%,8%,14%
KB-3-1 cytotox,u,28%,-9%,6%,17%,11%,-5%,-8%
IL1B secr inh,39,x,x,17,u,24,-8,18
HT1080NT lethal,0%,x,x,8%,-6%,-19%,10%,18%
HepG2 viability,7%,1%,1%,-29%,0%,4%,3%,-25%
SW480 rereplic,-12%,x,x,-11%,4%,-19%,6%,x
MCF10A rereplic,2%,x,x,-4%,6%,1%,-3%,x
HT1080 IDH1KD tx,0%,x,x,4%,-1%,-26%,-2%,13%
S2 tox,i,i,i,i,i,i,i,i

Not a hit list; overall some 8.9% were active at least once.
